# High-throughput results as filed in PubChem.
# PAX8 reporter = PAX8 transcriptional activity inhibition; RMG-I TPO-luciferase reporter, SteadyGlo, 24 h; inhibition, % at 12.6 µM; hit rate 1.2% among 360,000;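 active means mean replicate inhibition at least 60% with every replicate also reaching 60%; inconclusive means only one of the two criteria is met; inactive means mean below 60% and not all replicates reaching 60%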;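 further: luciferase light reporting Pax8 driven TPO promoter activity; plate controls were median of neutral control wells for no effect and mitoxantrone controls for full effect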
# EWS-Fli block = EWS/Fli transcriptional activity inhibition; A673 NR0B1-luciferase reporter, viability-normalised; inhibition, % at 12.6 µM; hit rate 0.67% among 350,000; AID 651661;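 active means mean inhibition of at least 50% after viability correction, with every replicate also passing that limit; inconclusive means mean reaches 50% but only one of two replicates passes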;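 further: firefly luciferase signal divided by Alamar Blue viability fluorescence both relative to DMSO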
# FN deposition inh = fibronectin deposition inhibition; AH1F fibroblasts, Alexa488-fibronectin deposition fluorescence, overnight; inhibition, % at 12.6 µM; hit rate 0.086% among 350,000;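 active means mean inhibition across replicates of 30% or more, regardless of how many single replicates reach that level; inconclusive means mean under 30% yet at least half of replicates reach 30%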;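 further: positive control wells lacked labelled fibronectin entirely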
#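 Assay system: AH1F fibroblasts / Quantity: 10000 cells per well / Medium: DMEM plus 2% serum, read in PBS / Reagent: labelled fibronectin 24 nM / Dosing: single dose, pinned / Times: 1 h cell attachment, overnight exposure to compound and label / Signal: fluorescence, ex 485 nm, em 525 nm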
# INS-1E GSIS act = primary screen for activators of insulin secretion dependent on glucose, INS-1E cells, GLuc reporter luminescence | hit rate 0.61% among 370,000 | activation, % at 16.6 µM | INS-1E GLuc reporter insulin secretion, 2-3 h | AID 743287;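 active means lowest replicate activation of at least 40%, so every replicate reaches that level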;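 further: 0% = median of neutral control wells and 100% = median of IBMX positive control wells; some compounds called inactive have numbers as strong as hits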
# DENV2 CPE = inhibitors of DENV2 cytopathic effect. DENV2-infected cells, cytopathic effect rescue, plate reader. CPE inhibition, % at 9.99 µM. hit rate 1.7% among 350,000. AID 651640; in the data active means CPE inhibition above about 20%, passing the limit was not always enough; inconclusive means no clear call, values can overlap the other calls; tested in BHK-21 cells;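 further: 0% = median of neutral control wells and 100% = median of positive control wells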
# miR122 inh = miR-122 inhibition in Huh7 cells. Huh7 miR-122 Renilla luciferase sensor, 48 h; neutral wells = 0, positive control = 100. hit rate 0.3% among 340,000. activation (reporter increase), % at 12.5 µM;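 active means mean replicate activation score at least 90 and every replicate individually at or above 90; inconclusive means only one of the two criteria met; inactive means neither criterion met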;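 further: higher luciferase means less miR-122 activity so hits act as miR-122 inhibitors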
# F508del corr = CFTR F508del correction in bronchial cells | hit rate 0.36% among 350,000 | activity (quench increase), % at 7.58 µM | CFBE cells, YFP halide quenching; stimulated with forskolin plus potentiator P3; % fluorescence drop versus neutral controls;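 active means mean added fluorescence quench of at least 8% versus neutral control, with both replicates also reaching 8%; inconclusive means only one of the mean or replicate conditions met; inactive means mean below 8% and not both replicates reaching 8%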;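 further: cells transiently co-express mutant CFTR-F508del with the halide-sensitive YFP; corrector assay measuring rescue of mutant channel to the surface after 24 h compound exposure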
# * = called active by the depositor; ? = inconclusive; . = not tested or not shown; & = joins results of further samples; ! = not active in a repeat; [ ] = remark or other dose.
# Preview (three entries):
# Results follow in this order: PAX8 reporter, EWS-Fli block, FN deposition inh, INS-1E GSIS act, DENV2 CPE, miR122 inh, F508del corr
- Cc1ccc(S(=O)(=O)N(CC(=O)Nc2ccc(F)cc2)C(=O)N2CCN(C)CC2)cc1
  -9, 2, -2, 14, 0, -5, -2.4
- Fc1ccc(CCNc2ncnc3[nH]ncc23)cc1
  -107, -30, 2, -15, 1, -4, -0.4
- O=C(C1CC1)N1CCCCN2[C@@H](CO)[C@@H](c3ccc(-c4cccc(F)c4)cc3)[C@@H]2C1
  12, -7, ., -21, 1, -25[16.7 µM], -0.2

# The whole of this part, repeating the preview:
# Results follow in this order: PAX8 reporter, EWS-Fli block, FN deposition inh, INS-1E GSIS act, DENV2 CPE, miR122 inh, F508del corr
- Cc1ccc(S(=O)(=O)N(CC(=O)Nc2ccc(F)cc2)C(=O)N2CCN(C)CC2)cc1
  -9, 2, -2, 14, 0, -5, -2.4
- Fc1ccc(CCNc2ncnc3[nH]ncc23)cc1
  -107, -30, 2, -15, 1, -4, -0.4
- O=C(C1CC1)N1CCCCN2[C@@H](CO)[C@@H](c3ccc(-c4cccc(F)c4)cc3)[C@@H]2C1
  12, -7, ., -21, 1, -25[16.7 µM], -0.2
- COCC#Cc1cnc2c(c1)C(=O)N([C@H](C)CO)C[C@@H](C)[C@H](CN(C)Cc1ccccc1)O2
  ., 6, 2, 4, 17, 4[16.7 µM], 0.1
- N#CCSCC(=O)Nc1ccc(Br)cc1
  ., ., 1, 28, ., -3, .
- O=C(O)C1CCCCN1c1ccccc1[N+](=O)[O-] (stereo not drawn)
  -11, -3, 9, 3, 8, ., 2.7
- COc1ccccc1-n1c(CNC(=O)c2ccc(S(=O)(=O)N3CCCCC3)cc2)n[nH]c1=S
  6, 3, ., 0, 12, ., -0.9
- O=C(Cc1ccccc1)N[C@@H]1CC[C@@H](CC(=O)N2CCCCC2)O[C@@H]1CO
  -23, 6, 4, -3, 6, ., 0.3
- CCO[C@@H]1OC(C(=O)NCc2nc3ccccc3[nH]2)=C[C@H](C2CC2)[C@H]1CCCO
  10&23, 44&34, 14, -1, 3&0, -2, 0.1&0.6
- Oc1ccc(C=NN=Cc2ccco2)c(O)c1
  -183, -82, -2, 1, -1, ., -0.2
- CCOC(=O)C1(Cc2cccc(OC)c2)CCN(Cc2cccc(OC)c2O)CC1
  -9, 16, -4, -54, -4, ., -0.2
- O=C(CCN1C(=O)/C(=C\c2cccc(Br)c2)SC1=S)NCCCN1CCOCC1
  11, 17, -10, 7, -8, 1, 0.6
- Oc1c(CNc2ccccc2)cc(COCc2ccccc2)c2cccnc12
  31, 10, 15, -7, -11, -10, 7.1
- Cc1nc2ccc(NC(=O)COc3ccccc3F)cc2s1
  -82, -26, -6, 1, -7, 9, 0.9
- O=c1[nH]c(CSc2nc(-c3ccccc3)cs2)nc2ccccc12
  17, ., -4, 10, ., ., .
- CCOc1ccc([N+](=O)[O-])cc1CNC1CCCCCCC1
  -1, 12, -2, 6, 3, 0, 4.0
- CCCNC(=O)N1[C@H](CO)[C@H](c2ccccc2-c2ccc(C)cc2)[C@@H]1C#N
  ., -6, -10, -13, 0, ., -2.8
- COc1ccc2c3c(n(C)c2c1)[C@@H](CO)N(Cc1cc(F)ccc1F)CC31CN(C(=O)C2CC2)C1
  ., 15, -3, -23, 38*, ., 0.5
- COc1ccc(OC)c(NC(=O)C2CCN(C(=O)c3cccs3)CC2)c1
  13, 1, 0, -11, 14, ., -0.3
- CN(C(=O)c1nn(C)c2c1CSc1ccccc1-2)c1ccccc1Cl
  -5, ., -5, -5, 3, 8, 0.5
- Cc1cccc(NC(=O)COC(=O)CN2C(=O)c3ccccc3C2=O)c1
  -19, -4, -5, ., -11, -2, .
- Cc1nc2ccc(NC(=S)NCCCO)cc2nc1C
  -2, -24, -2, 12, ., 3, -0.7
- Cc1ccc(-c2nc3ccccc3c(=O)n2NC(=S)N(C)C)cc1
  14, ., -12, 27, ., ., .
- COc1ccc2c(c1)c(CC(=O)OCC(N)=O)c(C)n2C(=O)c1ccc(Cl)cc1
  13, 4, 4, -1, 6, -7, 0.1
- COc1ccccc1Nc1nc(N)nc(-c2cc3ccccc3o2)n1
  -84, ., -23, ., ., -2, .
- COc1ccc(NC(=S)NCCc2ccccc2)c(OC)c1
  ., 5, ., -38, 0, 0, -0.8
- Cc1ccc(/C=C(/C#N)c2nc(CCN3C(=O)c4ccccc4C3=O)cs2)cc1
  -2, ., 7, ., ., -12, .
- CCC(Oc1ccccc1)C(=O)Nc1ccccc1N1CCCC1 (stereo not drawn)
  14, 2, ., -14, -7, 0, 0.4
- Nc1[nH]ncc1-c1ccccc1
  10, 11, 7, 7, 7, -10, 0.0
- COc1ccc(NC(=O)c2sc3ncnc(N4CCN(c5ccccn5)CC4)c3c2C)cc1Cl
  39, -10, 23, 17, 2, -3, 1.3
- CC(C)(C)C(=O)OCCn1c(=O)c2cc3c(=O)n(CCOC(=O)C(C)(C)C)c(=O)c3cc2c1=O
  12, ., -10, ., ., 6, .
- CCCC#Cc1ccc2c(c1)O[C@@H](CN(C)Cc1cncnc1)[C@@H](C)CN([C@H](C)CO)S2(=O)=O
  ., 5, -5, -34, 10, 11[16.7 µM], 0.5
- Cc1nc(C)c(-c2ccc(SCC(=O)Nc3cccc(Cl)c3C)nn2)s1
  21, 2, 8, 34, -1, ., 1.0
- CC(C)NC(=O)N(C)C[C@@H]1Oc2ccc(NC(=O)C3CC3)cc2CC(=O)N([C@@H](C)CO)C[C@@H]1C
  -2, 2, ., 9, 17, 3[16.7 µM], -1.3
- CCN1CCN(C(=O)c2ccc(Cl)c(S(=O)(=O)N3CCOCC3)c2)CC1
  ., 9, ., 2, -2, -8, -1.0
- NC(=O)c1cccc(-c2ccnc3c2CC(C(=O)Nc2cccc(C(F)(F)F)c2)O3)c1 (stereo not drawn)
  23, -8, 12, -25, 10, 4, -3.0
- Cc1cc(Nc2ccccc2)n(-c2ccc(C(=O)O)cc2)n1
  -12, 3, ., 10, -4, -5, -0.1
- COc1cccc(N2C(C(C)=O)=NN(c3ccccc3)C2c2ccc(N3CCOCC3)cc2)c1 (stereo not drawn)
  -57, ., 12, 11, ., 3, .
- Cc1ccc(CNC(=O)C2CCC(=O)N(Cc3ccccc3F)C2)s1 (stereo not drawn)
  -20, ., 4, -14, 8, 1, -1.5
- Cc1ccc2nsnc2c1NC(=O)c1ccc([N+](=O)[O-])cc1
  23, -3, 4, -9, -5, ., 2.1
- CCSc1n[nH]c(=O)n1C
  -70, 13, 4, 21, -12, ., 1.3
- COc1ccc(NC(=O)CSc2nc(O)cc(=O)[nH]2)c(OC)c1
  -14, -4, -14, -10, 3, -1, 2.3
- O=C1OC(c2ccccc2)=N/C1=C\C=C\c1ccco1
  29, -9, -9, 3, -4, ., 0.5
- C[C@H](NS(=O)(=O)c1ccc(Cl)cc1)C(=O)OCC(=O)NCCc1ccc(S(N)(=O)=O)cc1
  -9, 3, 4, 0, -4, -6, -1.5
- COc1cc(/C=C/C(=O)N[C@@H](Cc2c[nH]c3ccccc23)C(=O)O)ccc1O
  2, -4, -2, -9, -5, ., -0.2
- COc1ccc(S(=O)(=O)Nc2cccc3c2O[C@@H](CN(C)Cc2ccc(Oc4ccccc4)cc2)[C@H](C)CN([C@@H](C)CO)C3=O)cc1
  ., 2, ., -15, -6, 0[16.7 µM], -3.9
- COc1ccc(S(=O)(=O)N(C)C[C@H]2OCc3cnnn3CCCC(=O)N([C@@H](C)CO)C[C@H]2C)cc1
  3&5&4, -1&3&-2, 2&3, 6&1, 64*!, -3, -1.3&-3.1&4.3
- C[C@H]1CN([C@@H](C)CO)C(=O)c2cc(NS(=O)(=O)c3ccc(Cl)cc3)ccc2O[C@H]1CN(C)CC1CC1
  -6, 9, ., 13, -1, 15[16.7 µM], -1.9
- C[C@H](NC(=O)[C@@H]1[C@@H](CO)[C@@H]2Cn3c(ccc(-c4ccncc4)c3=O)[C@H]1N2C)c1ccccc1
  12, 0, ., 22, 2, 3[16.7 µM], -1.8
- CCOc1ccc2nc(SCC(=O)NNC(=O)c3ccco3)c(C)cc2c1
  26, -1, 3, -3, -1, -2, 0.6
- CC1=C(C(=O)N2CCOCC2)CC(CC(=O)NC2CCCCC2)C(=O)N1CCCN1CCCC1=O (stereo not drawn)
  -8, -13, 3, 9, -4, 1, 0.3
- COc1ccc2c(c1)c(CC(=O)OC(C)C(=O)N(C)C)c(C)n2C(=O)c1ccc(Cl)cc1 (stereo not drawn)
  15, -1, 6, -19, ?, -1, -3.2
- Cc1ccc(C(C)C)c(O)c1C(=O)O
  15, -24, -1, ., 0, 1, 1.1
- Cc1cc(CC(=O)O)n(C)c1C(=O)c1ccc(Cl)cc1
  ., 4, ., 20, -4, -6, -2.6
- Cc1nnsc1C(=O)NNc1c(Cl)cccc1Cl
  -17, 0, -3, -4, -3, 5, -1.0
- Cc1ccc(S(=O)(=O)N2CCN(C(=O)Cn3cnc4c3c(=O)n(C)c(=O)n4C)CC2)cc1C
  1, 4, 19, -4, -3, 2, 1.3
- C[C@@H]1CN([C@H](C)CO)C(=O)c2cc(/C=C/c3ccccc3)cnc2O[C@H]1CN(C)C(=O)c1ccc2c(c1)OCO2
  25, -4, ., -47, 1, 5[16.7 µM], -1.4
- Cc1cccc(C(C(=O)NC2CCCC2)N(C(=O)c2csnn2)C2CC2)c1 (stereo not drawn)
  9, ., 11, 4, 5, -3, -0.7
- C[C@H]1CN([C@@H](C)CO)C(=O)c2cc(NC(=O)Cc3ccccc3)ccc2O[C@@H]1CN(C)Cc1ccc2c(c1)OCO2
  4, ., ., -5, -1, -6[16.7 µM], 0.1
- O=C(NC1=NCCS1)c1cccc(S(=O)(=O)N2CCOCC2)c1
  -3, -7, 4, 16, -7, ., 1.1

# Next results.
# Results follow in this order: PAX8 reporter, EWS-Fli block, FN deposition inh, INS-1E GSIS act, DENV2 CPE, miR122 inh, F508del corr
- C[C@H](CO)N1C[C@H](C)[C@H](CN(C)Cc2ccc(C(F)(F)F)cc2)OCCCC[C@H](C)Oc2ccc(NS(=O)(=O)c3cccs3)cc2C1=O
  ., 13, ., -2, -1, ., 0.3
- COc1ccc(C)cc1-n1nnnc1SCC(=O)c1cc(C)n(Cc2ccco2)c1C
  5, ., -9, ., ., -2, .
- CC(Sc1ccc(S(=O)(=O)N2CCOCC2)cn1)C(=O)Nc1ccc(Cl)cc1Cl (stereo not drawn)
  -13, -1, -6, 6, -4, 5, 1.1
- Nc1ccc(-c2nc3ccccc3s2)cn1
  -205, -85, 14, -2, -1, -1, -0.9
- Cc1ccc(C2=NN(C(=O)CCl)C(c3cccs3)C2)o1 (stereo not drawn)
  65*, 48, 1, -39, -28, ., .
- Cc1noc(C)c1NC(=O)N[C@@H]1CC[C@@H](CC(=O)NCc2ccc(Cl)c(Cl)c2)O[C@@H]1CO
  -3, 0, 5, 4, -3, 15[16.7 µM], -1.1
- CC(C)Cn1c(N)c(C(=O)COC(=O)c2cc(F)cc(F)c2)c(=O)n(C)c1=O
  -11, 4, ., -25, ?, ., 0.9

# Compound profiles, from the list above. Values in the order: PAX8 reporter | EWS-Fli block | FN deposition inh | INS-1E GSIS act | DENV2 CPE | miR122 inh | F508del corr
# Cc1ccc(C2=NN(C(=O)CCl)C(c3cccs3)C2)o1 (stereo not drawn) as listed: 65* | 48 | 1 | -39 | -28 | . | .
# CC(Sc1ccc(S(=O)(=O)N2CCOCC2)cn1)C(=O)Nc1ccc(Cl)cc1Cl (stereo not drawn) as listed: -13 | -1 | -6 | 6 | -4 | 5 | 1.1
# C[C@H](CO)N1C[C@H](C)[C@H](CN(C)Cc2ccc(C(F)(F)F)cc2)OCCCC[C@H](C)Oc2ccc(NS(=O)(=O)c3cccs3)cc2C1=O as listed: . | 13 | . | -2 | -1 | . | 0.3
# COc1ccc(C)cc1-n1nnnc1SCC(=O)c1cc(C)n(Cc2ccco2)c1C as listed: 5 | . | -9 | . | . | -2 | .
